AHR activator – activates the human aryl hydrocarbon receptor. P35869. AHR-responsive luciferase reporter cells, luminescence. activation, % at 5 µM. 2.5% of 320,000 active; in the data active = activation above about 47%;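 note: 0% = vehicle wells and 100% = reference agonist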
LAP4-GFP MLPCN – yeast TOR pathway LAP4-GFP modulation. S. cerevisiae LAP4-GFP multiplex, flow cytometry GFP, 3 h; median GFP as percent of DMSO wells. GFP response vs DMSO, % at 10 µM. 0.34% of 320,000 active;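 active = GFP response vs DMSO above a set limit, about the screen mean plus 3 SD, cut at about 150% in these data; inconclusive = under 70 cell events counted for the yeast strain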
CR mimetic SO – yeast age-related superoxide inhibition as caloric restriction mimetic; S. cerevisiae aged cells, superoxide DHE fluorescence; stronger effect = lower value; superoxide response (% of plate mean), % at 10 µM; 0.18% of 330,000 active;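 active = superoxide response under a set limit, about three screen SD below normal, cut at about 65% in these data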;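 note: yeast aged for seven days with compound at 30 °C before DHE staining; 100% = average MFI of all compound-treated wells on the plate with controls excluded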
RPL19A TOR yeast – yeast TOR pathway RPL19A-GFP modulation; S. cerevisiae RPL19A-GFP strain, flow cytometry, 3 h; stronger effect = lower value; percent response vs DMSO, % at 10 µM; 0.3% of 330,000 active;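 active = percent response vs DMSO below 50%; inconclusive = fewer than 70 events counted for the yeast strain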;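 note: median channel GFP fluorescence of the barcoded RPL19A-GFP strain; ratio of sample median GFP to plate DMSO average so 100% = DMSO; lower means less RPL19A-GFP as with rapamycin TOR inhibition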
procasp3 activ – activators of human procaspase-3; recombinant procaspase-3 D3A, Ac-DEVD-pNA absorbance 405 nm; 0.11% of 330,000 active; P42574; activation, % at 8.5 µM;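 active = activation above the mean of all tested compounds plus 3 SD, cut at about 21% in these data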;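 note: 0% = DMSO alone and 100% = DMSO wells spiked with extra 5 µM PC-3 D3A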
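Compound: 8.5 µM single point, 0.8% DMSO / Material: Autoprocessing-dead procaspase-3 D3A mutant enzyme / Timing: 1 h preincubation plus 2 h reaction at 25 °C / Medium: Zinc-free HEPES/NaCl buffer with 0.01% Triton X-100 at pH 7.4 / Technique: 405 nm absorbance of p-nitroaniline, reads at 0 and 120 min / Repeats: one well per compound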
procasp7 counter – counter-screen: procaspase-7 (human) activation. activation, % at 8.5 µM. P55210. recombinant procaspase-7, Ac-DEVD-pNA absorbance 405 nm; D23A/D198A/D206A triple mutant, cannot self-cleave; scale: DMSO 0, 5 µM enzyme 100. 0.093% of 330,000 active;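 active = percent activation above the screen-wide mean plus 3 SD, cut at about 25% in these data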
Target sequence (P55210 whole entry D23A/D198A/D206A): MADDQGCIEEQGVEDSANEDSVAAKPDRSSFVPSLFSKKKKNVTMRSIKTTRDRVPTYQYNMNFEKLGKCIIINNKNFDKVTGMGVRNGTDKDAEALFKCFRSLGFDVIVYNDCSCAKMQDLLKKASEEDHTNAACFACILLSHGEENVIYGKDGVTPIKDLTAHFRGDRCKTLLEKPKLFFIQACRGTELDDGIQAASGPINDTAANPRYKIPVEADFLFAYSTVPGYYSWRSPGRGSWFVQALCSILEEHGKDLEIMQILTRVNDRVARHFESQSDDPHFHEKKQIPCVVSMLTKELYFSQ
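Test system: Procaspase-7 triple mutant (PC-7 D3A). Also added: Ac-DEVD-pNA substrate, 400 µM as added. Schedule: 1 h enzyme–compound preincubation and 2 h substrate reaction, both 25 °C. Signal: p-Nitroaniline absorbance at 405 nm, read at 0 and 120 min. Control set: low DMSO alone, high DMSO plus 5 µM PC-7.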
GASC-1 inh – human JMJD2C demethylase inhibition; 0.069% of 330,000 active; GST-JMJD2C(1-420) H3K9me3 demethylation, DELFIA europium; inhibition, % at 2.35 µM;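 active = more than half of a compound's replicate wells show inhibition beyond 50%, single wells judged on their own value; inconclusive = some, but no more than half, of replicates pass 50% inhibition; inactive = no replicate passes 50% inhibition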;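 note: signal counts dimethyl H3K9 product captured on neutravidin plate; 0% = median of DMSO wells and 100% = 0.3 times that DMSO median; strong numbers were not always called active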
Target sequence (Q9H3R0 1-420 limits assumed): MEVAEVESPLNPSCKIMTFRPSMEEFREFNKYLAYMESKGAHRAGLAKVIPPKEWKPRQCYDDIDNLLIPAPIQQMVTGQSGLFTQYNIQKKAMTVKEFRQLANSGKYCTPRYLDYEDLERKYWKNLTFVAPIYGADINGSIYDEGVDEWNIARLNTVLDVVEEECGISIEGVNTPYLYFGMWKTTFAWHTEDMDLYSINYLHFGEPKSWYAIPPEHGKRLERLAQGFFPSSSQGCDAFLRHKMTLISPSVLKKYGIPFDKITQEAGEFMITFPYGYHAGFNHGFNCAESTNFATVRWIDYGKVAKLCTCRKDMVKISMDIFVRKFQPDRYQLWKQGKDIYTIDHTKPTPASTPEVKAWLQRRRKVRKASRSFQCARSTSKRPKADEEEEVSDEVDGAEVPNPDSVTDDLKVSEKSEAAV
MEP2 TOR yeast – alters MEP2-GFP fluorescence in TOR pathway yeast screen; S. cerevisiae MEP2-GFP strain, flow cytometry GFP, 3 h; 100% = DMSO control level; 0.51% of 330,000 active; GFP response vs DMSO, % at 10 µM;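 active = GFP response versus DMSO above a set limit, roughly screen mean plus 3 SD, cut at about 180% in these data; inconclusive = fewer than 70 cells counted for a yeast strain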;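 note: median GFP fluorescence of the barcode-gated MEP2-GFP cells per well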
Starred values were filed as active, the others as inactive; ? = inconclusive; nt = not tested or not shown.

Start of the data: the first two compounds, to show the layout:
Compound	LAP4-GFP MLPCN	RPL19A TOR yeast	procasp7 counter	CR mimetic SO	MEP2 TOR yeast	procasp3 activ	AHR activator	GASC-1 inh
Cc1ccc(C)c(/C=C2\N=C(c3ccccc3F)OC2=O)c1	89	105	-6	94	107	2	4	-6
N#CCNc1ccc([N+](=O)[O-])cc1C#N	96	92	0	94	91	-2	6	5

All compounds of this part, repeating the preview:
Compound	LAP4-GFP MLPCN	RPL19A TOR yeast	procasp7 counter	CR mimetic SO	MEP2 TOR yeast	procasp3 activ	AHR activator	GASC-1 inh
Cc1ccc(C)c(/C=C2\N=C(c3ccccc3F)OC2=O)c1	89	105	-6	94	107	2	4	-6
N#CCNc1ccc([N+](=O)[O-])cc1C#N	96	92	0	94	91	-2	6	5
Cn1c(SCC(=O)N(Cc2ccccc2)C(C)(C)C)nc2ccccc21	107	98	10	93	106	2	13	40
O=C(Nc1ccccc1N1CCOCC1)c1ccncc1	103	100	-3	125	102	-9	-1	nt
CCOc1ccc(NC(=O)CSc2ccc3nnc(-c4cccnc4)n3n2)cc1	120	100	5	118	112	-2	2	3
O=C(Nc1ccc(O)cc1)c1ccc(NC(=O)C2CCCO2)cc1 (stereo unspecified)	63	102	nt	95	95	nt	nt	6
COc1ccc(N(CC(=O)N2c3ccccc3CC2C)S(=O)(=O)c2c(C)nn(C)c2C)cc1 (stereo unspecified)	120	104	-6	81	119	-1	2	-6
CCOC(CCn1c(SCC(=O)Nc2cc(C)on2)nc2ccccc2c1=O)OCC	95	102	-6	106	105	5	-1	11
Cc1ccnc(N2C(=O)c3ccccc3C2Nc2ccccc2Cl)c1 (stereo unspecified)	112	102	-10	99	110	10	0	-10
CNC(=S)N(CCc1ccc(OC)c(OC)c1)C1CC(=O)N(c2ccccc2)C1=O (stereo unspecified)	109	99	-26	102	102	-26	3	-10
CCCN(CCC)Cc1c(C(=O)N/N=C/c2ccc(Br)cc2)nnn1-c1nonc1N	93	105	2	101	111	-3	-7	2
Cc1ccccc1Nc1nnc(SCC(=O)c2ccc(O)cc2O)s1	93	86	3	116	92	-9	0	-1
COC(=O)Nc1ccc(S(=O)(=O)Nc2ccccc2F)cc1	105	101	8	111	104	7	-2	0
Cc1ccccc1OCC(=O)NCCNC(=O)c1cccnc1	94	103	-4	110	110	-1	6	1
O=C(N/N=C\c1ccc(Cl)cc1)C1=NOC2COC3(CCN(c4ccc([N+](=O)[O-])cc4)CC3)OCC12 (stereo unspecified)	108	110	-13	102	113	5	-1	1
Clc1ccccc1-c1csc(Nc2cccnc2)n1	113	97	4	115	95	12	68*	0
c1ccc(COc2cccc(CN3CCN(c4ccccn4)CC3)c2)cc1	112	102	-11	104	107	9	4	8
CCc1noc(C)c1C(=O)N1CCCC(C(=O)c2cc(F)ccc2F)C1 (stereo unspecified)	90	111	9	100	113	0	0	-22
CCC(=O)Nc1sccc1C(=O)OC	98	102	1	108	100	0	1	2
CCOC(=O)c1sc(CS(=O)(=O)c2ccc(Cl)cc2)nc1C	112	100	10	95	100	4	-4	5
CC(C)c1ccccc1NC(=S)N1CCN(S(=O)(=O)c2cccs2)CC1	89	99	0	111	87	7	0	-6
Cc1ccc(N(Cc2ccc(C(=O)NCC3CCCO3)cc2)S(C)(=O)=O)cc1C (stereo unspecified)	93	95	2	94	99	-4	3	-3
Cc1cc(=O)oc(C)c1C(=O)Nc1cnc2ccccc2c1	99	101	3	118	103	-4	9	13
CCn1c(SCC(=O)Nc2cccc(NC(C)=O)c2)nnc1C(C)C	94	98	7	104	95	2	0	-10
Cc1csc(NS(=O)(=O)c2cccc([N+](=O)[O-])c2)n1	101	112	-4	110	111	-6	0	13
COc1ccccc1C(=O)NC(=S)NNC(=O)c1sc2ccccc2c1Cl	98	108	-8	82	105	-1	20	-10
CCCCOC(=O)c1ccc(NC(=O)CSCc2n[nH]c(=O)[nH]2)cc1	106	103	4	102	105	6	2	19
Cc1ccc(CSc2ncnc3c2cnn3Cc2ccccc2)cc1C	109	97	7	99	100	-3	-3	4
COc1cc(OC)cc(C(=O)NNC(=O)c2ccccc2Br)c1	90	96	1	101	98	0	2	-2
Cc1ccc(C)c(C(C)NC(=O)C2C3CCC(O3)C2C(=O)O)c1 (stereo unspecified)	99	92	11	80	93	1	2	0
COc1ccc(OCCCC(=O)NCCc2ccc(OC)c(OC)c2)cc1	103	99	-7	94	98	1	3	-4
C/C(=N\NC(=O)C(O)(c1ccccc1)c1ccccc1)c1ccc(C)o1	92	100	8	83	101	3	2	5
NC(=O)CC(NC(=O)c1ccc(Br)cc1)c1ccc(NCc2ccc(F)cc2)c([N+](=O)[O-])c1 (stereo unspecified)	98	95	-15	107	89	0	1	-4
CC12CCC(C(=O)NC(c3ccccc3)c3ccccc3)(OC1=O)C2(C)C (stereo unspecified)	96	90	-3	78	96	8	-1	1
COc1ccc(-c2nc(CN3CCC(C(=O)NC4CCCC4)CC3)c(C)o2)cc1OC	107	103	-2	88	116	-1	1	-63
COc1ccc(CN2CC(C(=O)NCCCN3CCCCCC3)CC2=O)cc1 (stereo unspecified)	103	99	3	93	102	-9	-1	4
CCOC(=O)C1CCN(C(=O)C(C)Sc2ccc(Cl)cc2)CC1 (stereo unspecified)	87	99	-5	100	102	-1	3	?
CN=c1sc2ccccc2n1CC(O)c1ccccc1 (stereo unspecified)	101	102	0	104	102	1	63*	-1
COc1ccc(Nc2nccc3c2ncn3C)cc1	104	103	2	97	101	-5	-4	7
O=C(NCCCN1CCOCC1)c1nn(-c2ccccc2)c(=O)c2ccccc12	99	98	4	83	103	-2	5	13
O=C(c1cc([N+](=O)[O-])ccc1N1CCOCC1)N1CCCCC1	100	96	4	103	96	0	3	3
O=C(Oc1cc(=O)oc2c1c(=O)n1c3c(cccc23)CC1)c1ccccc1	113	97	1	87	88	-6	4	-14
COc1cccc(OC)c1Oc1ccc(C(F)(F)F)cn1	100	100	8	104	104	-3	1	7
CCCCC1=CC2=C(c3ccco3)C(=O)C(C)(OC(=O)c3ccc(OC)cc3)C(=O)C2=CN1CC(C)C (stereo unspecified)	109	95	-6	96	95	-1	1	-30
O=C(c1cc(-c2cccs2)nc2ccccc12)N1CCN(S(=O)(=O)c2cccc(F)c2)CC1	98	99	13	110	108	4	20	-1
CCOC(=O)c1nn(-c2ccc(F)cc2)c2c1CC/C2=C/c1ccccc1	95	108	17	100	107	4	-1	0
CC1=C(C)CC(C(=O)NCc2cccc(Cl)c2)C(C(=O)O)C1 (stereo unspecified)	93	99	10	101	99	-2	2	-9
O=C(Nc1cccc(F)c1)C1CCCN1C(=O)OCc1ccccc1 (stereo unspecified)	89	91	8	99	93	0	-1	-2
COc1ccc(N(CC(=O)Nc2ccccc2SC)S(C)(=O)=O)cc1OC	100	105	5	110	100	10	0	-3
CC(C)(C)OC(=O)N[C@@H](Cc1ccccc1)C(=O)N1CCC(C(=O)N[C@@H](CCC(N)=O)C(=O)O)CC1	97	107	-3	96	106	3	2	-17
Fc1ccc(CNC(=S)Nc2ccc(Cl)cc2)cc1	112	102	8	108	100	2	-3	0
Cc1ccc(NC(=O)COc2coc(CN3c4ccccc4CC3C)cc2=O)c(C)c1 (stereo unspecified)	99	94	6	95	97	3	2	-6
CC(CCc1ccccc1)NC(=O)C1CCN(C(=O)c2sccc2-n2cccc2)CC1 (stereo unspecified)	103	97	5	108	98	4	0	-6
COc1ccc(C)cc1NS(=O)(=O)c1ccc(Cl)nc1	91	91	3	98	92	5	0	4
Cc1nc2c(=O)n(-c3ccc(F)c(Cl)c3)nc(C)c2s1	92	84	-1	119	75	11	14	28
Cc1cccc(C)c1NS(=O)(=O)c1ccc2c(c1)C(=O)c1ccccc1C2=O	93	103	3	106	103	13	1	-52
CCOC(=O)c1c(NC(=O)Cc2ccccc2)sc2c1CCN(CC)C2	88	105	-2	114	92	10	14	-15
Cc1ccccc1Cn1cc(C)c(=O)[nH]c1=O	106	107	-2	82	107	1	-1	-2
C=CCSc1nc2ccccc2c(=O)n1C1CCOC(C)(C)C1 (stereo unspecified)	112	99	-1	97	102	-3	2	-8
Cc1ccc(C(=O)COC(=O)c2n[nH]c(=O)c3ccccc23)cc1	96	95	5	97	97	-3	1	11

Next records.
Compound	LAP4-GFP MLPCN	RPL19A TOR yeast	procasp7 counter	CR mimetic SO	MEP2 TOR yeast	procasp3 activ	AHR activator	GASC-1 inh
CC(C)(C)OC(=O)C[C@H]1C/C=C\C[C@@H](CC(=O)N(CCO)Cc2ccccc2)C(=O)N[C@H](Cc2ccccc2)COC1=O	93	94	8	91	95	2	3	-9
O=C(O)c1cn(Cc2ccccc2Cl)c2ccc(S(=O)(=O)N3CCOCC3)cc2c1=O	96	103	-2	82	102	5	3	13
Cc1ccc(C)c(N2CN(Cc3cccnc3)CNC2=S)c1	91	102	2	96	93	-2	0	6
Cc1noc(NS(=O)(=O)c2ccc(NC(=O)c3oc4ccc(Cl)cc4c3C)cc2)c1C	86	101	-3	109	86	-5	-1	24
O=C(Cn1[nH]c(=O)c2ccccc2c1=O)NC1CCCCCC1	94	92	7	78	98	0	11	7
